From PubChem
STEP block: STEP phosphatase inhibitors, primary screen, biochemical, fluorescence intensity, uHTS. recombinant STEP, OMFP fluorogenic substrate. inhibition, % at 20 µM. 0.25% of 360,000 active;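 active means inhibition at 20 µM, scaled per plate between control wells, above about 37%, limit read from the data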;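 further: 0% = DMSO with enzyme and substrate and 100% = substrate only without enzyme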
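material = STEP tyrosine phosphatase | reagent = fluorogenic phosphatase substrate OMFP at 25 µM final | doses = single compound dose of 20 µM, 1% DMSO final | schedule = 20 min reaction, room temperature, in the dark | measured by = fluorescence, 480/540 nm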
MsrA act: bovine MsrA enzyme activators, primary screen, biochemical, absorbance, HTS; purified bovine MsrA, absorbance read-out; activation, % at 10.6 µM; AID 602163, 2012; 0.3% of 360,000 active; in the data active means activation above about 7.5%;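 further: 0% = vehicle and 100% = reference activator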
DNMT1 block: human DNMT1 methyltransferase inhibitors, primary screen, biochemical, molecular beacon, fluorescence, HinP1I cleavage, uHTS; DNA (cytosine-5)-methyltransferase 1 (Homo sapiens), P26358; inhibition (reported as % activation of signal), % at 10 µM; 0.83% of 360,000 active; AID 588458, 2011; in the data active means inhibition above about 50%
Target sequence (P26358 504-1616 limits assumed): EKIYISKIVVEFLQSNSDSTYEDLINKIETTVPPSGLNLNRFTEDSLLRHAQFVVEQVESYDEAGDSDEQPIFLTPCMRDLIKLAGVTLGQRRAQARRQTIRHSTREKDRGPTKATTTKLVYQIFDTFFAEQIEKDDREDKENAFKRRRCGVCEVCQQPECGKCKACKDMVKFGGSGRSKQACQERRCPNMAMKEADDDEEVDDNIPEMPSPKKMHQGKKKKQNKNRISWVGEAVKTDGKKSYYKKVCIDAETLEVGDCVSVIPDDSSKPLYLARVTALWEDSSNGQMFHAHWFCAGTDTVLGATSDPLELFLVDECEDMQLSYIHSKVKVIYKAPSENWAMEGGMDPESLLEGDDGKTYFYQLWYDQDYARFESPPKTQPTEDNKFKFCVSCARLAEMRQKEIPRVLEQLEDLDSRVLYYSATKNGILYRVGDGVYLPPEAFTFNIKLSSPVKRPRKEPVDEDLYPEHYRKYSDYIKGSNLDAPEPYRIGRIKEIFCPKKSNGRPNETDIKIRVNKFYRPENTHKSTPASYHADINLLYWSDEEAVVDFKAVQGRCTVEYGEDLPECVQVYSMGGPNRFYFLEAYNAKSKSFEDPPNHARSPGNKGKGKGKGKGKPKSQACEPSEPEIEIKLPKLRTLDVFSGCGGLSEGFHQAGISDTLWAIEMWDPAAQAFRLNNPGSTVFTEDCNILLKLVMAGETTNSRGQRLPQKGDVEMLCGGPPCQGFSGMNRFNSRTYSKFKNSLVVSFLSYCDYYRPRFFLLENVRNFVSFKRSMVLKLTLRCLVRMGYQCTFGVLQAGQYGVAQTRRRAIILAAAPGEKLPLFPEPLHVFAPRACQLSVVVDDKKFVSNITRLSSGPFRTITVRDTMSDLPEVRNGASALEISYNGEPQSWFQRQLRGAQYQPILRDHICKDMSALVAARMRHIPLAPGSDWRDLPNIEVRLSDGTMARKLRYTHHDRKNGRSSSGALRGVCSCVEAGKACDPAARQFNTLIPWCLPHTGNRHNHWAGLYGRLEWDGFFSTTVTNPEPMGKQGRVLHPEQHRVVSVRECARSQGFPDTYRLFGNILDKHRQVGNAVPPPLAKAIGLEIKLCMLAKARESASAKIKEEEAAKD
eLon inh: inhibitors of E. coli Lon protease, primary screen, biochemical, fluorescence polarization | inhibition, % at 7.94 µM | P0A9M0 | purified E. coli Lon protease | 0.42% of 360,000 active; in the data active means inhibition above about 13%, passing the limit was not always enough;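 further: 0% = enzyme with probe and DMSO and 100% = no enzyme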
MsrA inh: bovine MsrA enzyme inhibitors, primary screen, biochemical, absorbance, HTS; Methionine sulfoxide reductase A (Bos taurus); AID 651718, 2012; inhibition, % at 15.5 µM; 0.75% of 360,000 active; purified bovine MsrA, absorbance read-out; in the data active means inhibition above about 4.5%;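 further: 0% = vehicle wells with enzyme and 100% = reference inhibitor wells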
NRP1-CendR mod: modulators of CendR peptide binding to NRP-1, primary screen, biochemical, fluorescence polarization, uHTS. Neuropilin-1 (Homo sapiens), O14786. FAM-RPARPAR peptide binding to NRP-1. inhibition, % at 25 µM. 0.85% of 360,000 active. AID 602438, 2012;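 active means inhibition or corrected inhibition above about 18%, plus a signal ratio from 0.5 to 1.5, limit read from the data, passing the limit was not always enough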; further: strong numbers were not always called active
LMPTP block: LMPTP phosphatase inhibitors, primary screen, biochemical, fluorescence intensity, uHTS; Low molecular weight phosphotyrosine protein phosphatase (Homo sapiens), P24666; recombinant LMPTP-A, OMFP fluorogenic substrate; inhibition, % at 20 µM; 0.22% of 360,000 active; AID 651560, 2012;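 active means compounds that cut the enzyme signal by at least half of the control window in the single-dose screen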;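 further: plate controls were DMSO wells with enzyme plus substrate for no effect and substrate without enzyme for full effect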
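Test system: LMPTP-A phosphatase enzyme. Amount: LMPTP-A at 0.625 nM final in the reaction. Reagent: OMFP substrate, 400 µM final. Times: 50 min at room temperature. Signal: endpoint fluorescence intensity from OMFP dephosphorylation. Read-out basis: % inhibition. Benchmarks: no-enzyme and uninhibited controls.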
TbMetRS inhib: T. brucei MetRS inhibitors, primary screen, biochemical, luminescence. methionyl-tRNA synthetase (Trypanosoma brucei brucei). purified T. brucei MetRS, ATP depletion, Kinase-Glo luminescence. inhibition, % at 11.9 µM. 0.4% of 360,000 active. AID 624268, 2012;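 active means inhibition above a per-plate cutoff of the control wells' mean inhibition plus 3 SD, cut at about 5.5% in these data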;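 further: 0% = DMSO wells median and 100% = median of wells with control inhibitor compound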
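Assay system: T. brucei methionyl-tRNA synthetase, purified | Medium: HEPES buffer with MgCl2, KCl, DTT, spermine, BSA, pyrophosphatase | Compound: 11.9 µM single point | Incubation: 15 min enzyme-compound preincubation, 2 h reaction, 10 min detection, 25 °C | Measured by: Kinase-Glo luciferase luminescence reporting remaining unconsumed ATP | Measure: % inhibition normalized to control-well medians | Replication: Singlicate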
SUMO1 PPI mod: modulators of SUMO1 protein-protein interactions, primary screen, biochemical, uHTS. Small ubiquitin-related modifier 1 (Homo sapiens), P63165. SUMO1 binding to a labelled peptide, TR-FRET, 1 h. inhibition, % at 20 µM. 0.33% of 360,000 active; in the data active means inhibition above about 37%
Scp-1 inhibitor: Scp-1 phosphatase inhibitors, primary screen, biochemical, colorimetric, uHTS. Carboxy-terminal domain RNA polymerase II polypeptide A small phosphatase 1 (Homo …. Recombinant Scp1, phosphopeptide, malachite green phosphate absorbance. inhibition, % at 20 µM. 0.88% of 340,000 active. AID 493091, 2011;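 active means inhibition above about 50% at 20 µM, limit read from the data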;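 further: plate controls were DMSO wells with enzyme for no effect and wells lacking enzyme for full effect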
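assay system = SCP-1 phosphatase catalytic domain, residues 76-261 | buffer or medium = 50 mM Tris acetate pH 5.5, 0.005% Tween-20, 10 mM MgCl2 | incubation = enzyme reaction 45 min at room temperature, colour 5 min, stabilisation 30 min | signal = Phosphate-binding colour reagent, absorbance read at 630 nm | measure = % inhibition at 20 µM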
* hit, by the source's call; / = no result given.

SMILES | STEP block | MsrA act | DNMT1 block | eLon inh | MsrA inh | NRP1-CendR mod | LMPTP block | TbMetRS inhib | SUMO1 PPI mod | Scp-1 inhibitor
COc1cc(C2CC(=O)N3CN(Cc4ccco4)CSC3=C2C#N)ccc1OCc1ccccc1 (stereo not drawn) | 8.2 | -0.7 | -28.6 | -7.3 | 0.4 | -7.7 | 6.1 | -0.5 | 2.5 | -8.4
CC(c1ccccn1)N(C)C(=O)c1ccc2nc(Cc3cccc(Cl)c3)oc2c1 (stereo not drawn) | -2.0 | -1.7 | -2.3 | -3.8 | -0.8 | 10.0 | -0.2 | -0.3 | -0.4 | -4.6
Cc1ccc(CSCc2ccc(C(=O)NCCCN3CCOCC3)o2)cc1 | 7.2 | -3.3 | 1.9 | 4.7 | -0.3 | -4.9 | -1.2 | -0.3 | -3.9 | -10.6
COc1ccc(C(CC(=O)N2CCCCC2)c2c(O)cc(OC)cc2OC)cc1 (stereo not drawn) | -1.3 | -0.4 | -0.5 | 4.6 | -0.5 | 18.1 | -0.1 | -0.1 | -1.7 | -4.4
c1ccc2c(c1)CSc1ccccc1N2 | -1.5 | -3.4 | -3.5 | -0.8 | 0.3 | 6.7 | -0.2 | 0.7 | 0.6 | -3.5
COc1ccc(CCC(=O)NCC(=O)OCc2ccccc2)cc1 | -0.7 | -1.9 | -1.0 | -3.4 | 0.1 | -2.0 | -1.4 | -1.0 | -0.1 | -6.8
CS(=O)(=O)N(CC(=O)N1CCCC1)c1ccc(Cl)cc1Cl | -0.5 | -1.1 | 0.9 | -3.0 | 0.8 | -1.7 | -1.2 | -0.6 | -3.3 | -9.1
CCOC(=O)C1CCN(Cc2ccc(Cl)c(Cl)c2)CC1 | -3.0 | -0.1 | 0.0 | -0.7 | -0.5 | 0.5 | -0.9 | 0.2 | -1.7 | -4.0
CC(C)n1c(C(O)c2ccccc2)nc2ccccc21 (stereo not drawn) | -1.1 | 7.3 | 0.2 | -3.9 | 1.0 | -9.0 | -0.2 | -0.5 | -2.7 | -6.3
O=C(Cn1c(=O)[nH]c2ccsc2c1=O)NC1CCCCCC1 | 0.5 | -1.6 | -2.2 | 3.1 | 0.4 | -6.1 | 0.6 | -0.1 | 7.9 | -9.2
CC(=O)NS(=O)(=O)c1ccc(NC(=O)/C=C/c2cn(-c3ccccc3)nc2-c2ccccc2)cc1 | -0.3 | -4.7 | -15.4 | 5.0 | 4.3 | -5.9 | 2.7 | 50.7* | 14.1 | -14.1
COc1cc(Cl)ccc1OC1(C)CCN(Cc2c(F)cccc2F)C1 (stereo not drawn) | 2.9 | 1.6 | -1.1 | 2.2 | 0.3 | -9.7 | 0.1 | 0.1 | 1.1 | /
CC1CCCCC1NC(=O)CSc1nnnn1-c1ccccc1 (stereo not drawn) | -2.9 | -3.8 | 2.4 | -2.2 | -0.8 | -7.1 | 0.6 | 0.5 | 4.9 | -13.1
CCOC(=O)c1c(C)[nH]c(C)c1C(=O)COC(=O)/C=C/c1ccco1 | -2.9 | -2.5 | -2.6 | -4.0 | 3.6 | -11.4 | -0.3 | -0.6 | -16.2 | 11.3
CC(C)NC(=O)N(C)C[C@H]1Oc2ccc(NS(=O)(=O)c3ccc(Cl)cc3)cc2CC(=O)N([C@@H](C)CO)C[C@@H]1C | 2.0 | -1.8 | 1.8 | 3.7 | 0.0 | -0.4 | 0.0 | -0.2 | 1.5 | -2.7
CCNC(=S)NNC(=O)c1ccccn1 | -0.1 | -1.0 | 4.3 | -2.3 | -0.6 | -11.6 | -1.7 | -0.4 | 0.0 | -9.3
CCCNC(=O)C(Cc1cccc(C#N)c1)NC(=O)c1cccc([N+](=O)[O-])c1 (stereo not drawn) | 2.4 | -14.1 | 10.4 | 4.2 | 1.1 | -13.3 | 0.2 | 0.3 | -15.6 | -2.3
CCC(C)NC(=O)c1c(N)n(/N=C/c2cccnc2)c2nc3ccccc3nc12 (stereo not drawn) | 0.3 | -13.9 | -12.3 | -10.4 | 0.4 | 1.2 | -3.1 | -2.1 | 7.2 | -2.5
COc1ccccc1CCn1cnc(-c2ccc(OC)c(OC)c2)c1C(C)C | / | -12.9 | / | -0.9 | 0.1 | -12.0 | -1.1 | -1.1 | -4.2 | /
O=C(NCCOc1ccccc1)C(=O)c1c[nH]c2ccccc12 | -3.5 | -1.4 | -2.9 | -2.4 | 1.7 | 6.8 | -1.4 | 0.9 | -9.7 | -11.3

Complete entries, quoted from the list. Screens in order: STEP block, MsrA act, DNMT1 block, eLon inh, MsrA inh, NRP1-CendR mod, LMPTP block, TbMetRS inhib, SUMO1 PPI mod, Scp-1 inhibitor
`CCNC(=S)NNC(=O)c1ccccn1` is listed as -0.1, -1.0, 4.3, -2.3, -0.6, -11.6, -1.7, -0.4, 0.0, -9.3
`CCOC(=O)c1c(C)[nH]c(C)c1C(=O)COC(=O)/C=C/c1ccco1` is listed as -2.9, -2.5, -2.6, -4.0, 3.6, -11.4, -0.3, -0.6, -16.2, 11.3

(cont.)
SMILES | STEP block | MsrA act | DNMT1 block | eLon inh | MsrA inh | NRP1-CendR mod | LMPTP block | TbMetRS inhib | SUMO1 PPI mod | Scp-1 inhibitor
Cc1ccc(Cn2ccc(NC(=O)c3cc(C)on3)n2)cc1 | -2.7 | -2.2 | -0.8 | -7.0 | -0.7 | -1.9 | -2.0 | -0.7 | -1.7 | -3.1
N#C/C(=C\c1cccc(Cl)c1)C(=O)c1ccccc1 | 4.0 | -5.1 | 6.2 | -0.7 | 0.6 | 1.7 | -0.8 | -0.3 | 5.1 | -7.7
O=C(CCCN1C(=O)C2CCCCN2C1=O)N1CCN(c2ccc([N+](=O)[O-])cc2)CC1 (stereo not drawn) | -2.6 | -4.9 | -0.1 | 8.3 | 0.7 | 0.6 | -2.8 | 0.5 | -23.2 | -2.2
CCCCCN(C(=O)CCC(=O)OC(C)C(=O)Nc1cccc(C#N)c1)c1c(N)n(CCCC)c(=O)[nH]c1=O (stereo not drawn) | -0.7 | -0.8 | 1.2 | -2.4 | -0.3 | -5.8 | -0.6 | 0.0 | 3.2 | -2.8
CCN(CC)c1ccc(NC(=O)C(C)C)cc1 | -1.2 | -0.2 | 2.7 | -5.3 | -0.7 | 10.2 | -1.7 | -1.0 | -2.4 | -6.5
COc1ccc(Cn2c(O)cc(=O)[nH]c2=O)cc1 | 0.8 | 3.6 | -4.6 | -42.5 | 0.1 | -14.8 | -0.4 | -0.3 | 2.0 | -0.6
CCOC(=O)c1sc(NC(=O)c2ccc3nc[nH]c3c2)nc1C | 0.5 | -5.1 | -2.5 | -0.2 | 0.0 | 5.0 | 0.2 | -0.3 | 5.0 | 1.8
Cc1cc(=O)n(CNC(=O)c2ccccc2)c(=S)[nH]1 | -6.3 | -11.7 | 4.5 | 1.8 | 0.6 | 5.3 | -0.7 | -1.5 | 1.7 | 3.1
COc1ccc(NC(=O)CCCSc2nc(-c3ccco3)cc(C(F)(F)F)n2)cc1OC | -1.7 | -10.0 | -1.9 | -0.8 | -0.1 | 8.9 | -0.8 | -1.8 | -5.3 | -1.6
CC(=O)N1c2ccc(S(=O)(=O)N3CCCC(C(=O)Nc4ccc(F)cc4)C3)cc2CC1C (stereo not drawn) | -1.1 | -3.9 | -1.8 | -10.5 | -0.9 | -0.9 | 0.4 | 0.0 | -7.2 | 0.3
CCOC(=O)c1cc(C)nc(N2CCCCC2)c1C#N | 1.9 | -4.6 | 1.9 | 1.9 | 0.9 | 1.2 | 0.7 | -0.4 | -2.3 | -10.7
CCn1c(Cn2nnc(-c3ccccc3)n2)nnc1SCC(=O)Nc1ccccc1 | -3.1 | -6.3 | -2.6 | 2.2 | -0.7 | 7.6 | -2.4 | -1.0 | 3.8 | -12.2
Cc1ccc(OCC(=O)NCc2n[nH]c(=O)c3ccccc23)cc1 | 1.0 | -4.7 | 1.5 | -10.4 | 0.2 | 12.5 | -0.2 | -0.1 | 2.6 | -12.4
Cc1ccccc1C(=O)NC(CC(C)C)C(=O)NCC(C)(C)N1CCOCC1 (stereo not drawn) | -3.0 | -6.5 | 3.3 | 16.8 | 1.1 | -7.9 | -1.6 | -0.3 | -2.5 | -6.1
O=C(CNC(=O)c1ccc(Cl)cc1Cl)NCC1CCCO1 (stereo not drawn) | -3.0 | -3.1 | 6.7 | 7.5 | -0.9 | -0.7 | -1.2 | 0.7 | 2.4 | -5.9
O=C(CCc1c[nH]c2ccccc12)NCCc1ccc2c(c1)OCCO2 | -1.2 | 2.8 | -4.0 | -1.6 | 1.6 | -2.5 | 0.2 | 0.1 | 1.7 | -4.7
O=S(=O)(NCc1csc(-c2cccnc2)n1)c1ccc2c(c1)OCCO2 | 0.3 | 0.1 | 0.2 | -10.2 | 0.8 | -3.8 | -0.5 | -0.2 | 0.8 | -4.2
COc1ccc(N2CC(C)Cn3c2nc2c3c(=O)n(CCN3CCOCC3)c(=O)n2C)cc1 (stereo not drawn) | 0.4 | 0.3 | 1.8 | -16.6 | 0.4 | -2.8 | -1.2 | 0.1 | 1.3 | 3.6
Cn1c(=O)c2c(SCC(=O)N3CCCCC3)nc(-c3ccccc3F)nc2n(C)c1=O | 3.3 | -7.7 | -0.9 | 4.3 | -1.2 | 1.3 | -0.4 | -0.2 | -30.4 | 0.0
Cc1cnc(C(=O)OCC(=O)NC2CCCCCC2)cn1 | 1.6 | -12.4 | 6.7 | -3.2 | -0.4 | -6.7 | 5.0 | -1.8 | 2.0 | -1.4
O=C(Nc1cc(-c2ccccc2)sc1C(=O)O)c1cccc(F)c1 | 2.4 | -2.2 | -2.1 | -1.9 | 2.0 | 1.9 | 0.7 | -1.2 | -22.8 | -1.3
Cc1noc(C)c1CSc1nc2ccccc2[nH]1 | -0.6 | -7.4 | 2.6 | -8.0 | 0.2 | 0.7 | 0.9 | -1.6 | 1.6 | -0.6
COc1ccc(C(C#N)N2CCCCCC2)cc1OC (stereo not drawn) | 4.9 | -4.3 | -1.2 | -7.8 | -0.1 | 0.4 | -0.6 | 0.0 | -0.9 | -9.2
